Screening results (PubChem)
MCF10A rerep: inducers of DNA re-replication in MCF 10A breast cells; Potency, µM (highest dose often 46.1 µM), inactives show at the top dose activity, positive = re-replication, actives largely listed as activators; AID 624296; MCF 10A DNA re-replication, Hoechst nuclear intensity, 48 h; actives 2.9% (n = 350,000); also: potency is read from the fitted curve at half-maximal effect; % of control where 0% means no effect; nearly all actives have a fitted effect of over 50% in size
HepG2 viability: kills HepG2 cells in TGF-b inhibitor counter-screen; HepG2 CAGA-GFP viability, ATP luminescence, 18 h; Potency, µM (doses to about 46.1 µM), for inactives: at the highest dose activity change, negative = cytotoxicity, actives largely listed as cytotoxic; actives 0.76% (n = 410,000); also: potency is read from the fitted curve at half-maximal effect; some results filed as inactive show a strong effect at the top dose
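CellTiter-Glo luminescence gave cytotoxicity after 18 hours at 37 degrees C. The cells were HepG2 CAGA-GFP in 1% FBS DMEM, stimulated with 500 pg/mL TGF-beta after compound addition. %Activity was normalised to no-cell wells (complete cell-killing) and DMSO (no toxicity), and curves were fitted and classified.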
HT1080 IDH1KD tx: toxicity to HT-1080 IDH1 knockdown cells (counter line) | HT-1080 IDH1 knockdown viability, ATP luminescence, 48 h | Potency, µM (titrated, usually from 46.1 µM), for the others: at the highest dose activity, negative = toxicity, actives largely listed as cytotoxic | actives 2% (n = 360,000);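 also: potency is read from the fitted curve at half-maximal effect; 0% = DMSO wells and -100% = cell-free medium wells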
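IDH1KD HT-1080 cells, 750/well, RPMI + 5% FBS; compound pinned after 2 h settling; 48 h, 37 °C; CellTiter-Glo luminescence; % activity normalised to DMSO and no-cell wells; curves fitted, classed by r2 and efficacy.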
SW480 rerep: DNA re-replication induction in SW480 cells | SW480 DNA re-replication, Hoechst DNA content imaging, 48 h | Potency, µM (doses to about 46.1 µM), for inactives: at the highest dose re-replication activation, usual class: activators | actives 1.8% (n = 340,000) | AID 624297; also: potency is read from the fitted curve at half-maximal effect; % of control where 0% means no effect; nearly all actives have a fitted effect of over 55% in size
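Image-based DNA-content assay: after two days of treatment, nuclei were labelled with the DNA dye Hoechst and imaged, and hits were compounds raising the count of nuclei showing high fluorescence intensity.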
ATXN2 expr inh: ATXN2 expression inhibition. HEK-293 ATXN2-luciferase reporter, luminescence, 24 h. Potency, µM (highest dose often 57 µM), for the others: top-dose activity change, negative = inhibition, hits mostly inhibitors. actives 0.72% (n = 360,000). AID 1745845; also: potency is read from the fitted curve at half-maximal effect; % is scaled to controls: 0 for no effect and ±100 for the full control effect; nearly all actives have a fitted effect of over 55% in size
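qHTS (up to 57 uM final) was run with 24 h compound exposure of reporter cells at 37 °C. Each well was multiplexed: SteadyGlo luminescence measured ATXN2-luciferase expression after a fluorogenic Gly-Phe-AFC viability readout (25 uM final).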
S2 tox: viability counter-screen for ATXN expression inhibitors; S2 cells (HEK-293 line with an ATXN2-luciferase reporter) viability, CellTiter-Fluor protease fluorescence, 24 h; Potency, µM (titrated, usually from 56.7 µM), hits mostly cytotoxic; actives 0.49% (n = 400,000); AID 651635; also: potency is read from the fitted curve at half-maximal effect; nearly all actives have a fitted effect of over 40% in size
IL-1B inflam inh: inhibitors of inflammasome signaling (IL-1 beta secretion). THP-1 LPS/ATP IL-1B secretion, AlphaLISA, 16 h; active compounds read low. activity change, % at 57.5 µM. actives 4.7% (n = 360,000). AID 743279; in the data active = activity change below about -50%; inconclusive = mostly about -30% to -49%; also: % is scaled to controls: 0 for no effect and ±100 for the full control effect
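THP-1 cells pretreated 1 hr with compounds (up to 57.5 uM final), then stimulated with LPS (250 ng/mL final) plus ATP (1.25 mM final); secreted IL-1B measured by AlphaLISA after 16 hr, decreased signal indicating inhibition.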
HT1080NT lethal: kills 2HG-producing HT-1080-NT fibrosarcoma cells; Potency, µM (series often up to 46.1 µM), for the others: at the top dose activity, negative = less viability, usual class: cytotoxic; HT-1080-NT fibrosarcoma viability, CellTiter-Glo ATP luminescence, 48 h; actives 1.6% (n = 360,000); AID 686970;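 also: NT is the 2HG producing partner of a matched IDH1 knockdown line; potency is read from the fitted curve at half-maximal effect; 0% = DMSO-treated cells and -100% = media-only wells without cells; nearly all actives have a fitted effect of over 55% in size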
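750 cells/well, RPMI + 5% FBS; 2 h settle, compound pin-transfer, 48 h at 37 degrees C. CellTiter-Glo 10 min RT, luminescence. Normalized to DMSO and media-only wells.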
KB-3-1 tox: kills parental KB-3-1 adenocarcinoma cells; actives 1.4% (n = 400,000); AID 1347075; KB-3-1 viability, CellTiter-Glo ATP luminescence, 72 h; Potency, µM (doses to about 46.1 µM), inactives show at the highest dose activity change, negative = cytotoxic, hits mostly cytotoxic; also: potency is read from the fitted curve at half-maximal effect; % is scaled to controls: 0 for no effect and ±100 for the full control effect; nearly all actives have a fitted effect of over 60% in size
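Screening of KB-3-1 cells (DMEM, 10% FBS, phenol-red free) ran from lowest to highest compound concentration; after 72 h at 37 °C viability was read luminescently and curves fitted.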
Active calls of the source: *; i = inactive; u = inconclusive; x = not tested or not shown; [ ] = another dose, or the depositor's remark. Unless noted, calls follow the shape of the dose curve; as a rule, active = well fitted curve in the direction sought with a large enough effect; inconclusive = small, poorly fitted or top-dose-only effect, or another doubt; inactive = no such curve, though single readings can be large; an effect the other way counts as inactive or inconclusive.

SMILES	MCF10A rerep	HepG2 viability	HT1080 IDH1KD tx	SW480 rerep	ATXN2 expr inh	S2 tox	IL-1B inflam inh	HT1080NT lethal	KB-3-1 tox
CCc1nc2ccc(C(=O)N(C)CCCN(C)C)cn2c1N(C)CCCc1ccccc1	x	-20.8%	u	x	-12.6%	u	-11.9	u	0.0%
O=C(Nc1ccc(NC(=O)C2CC2)nc1)c1ccccn1	-2.6%	-39.2%	-8.7%	-2.2%	-37.3%	i	-7.3	-6.8%	-20.3%
COc1ccc(-c2sc3ccc(OC)cc3c2C#Cc2cncn2C)cc1	u	-58.7%	u	-0.5%	-29.7%	i	u	u	u
Cc1ccc(/C=N\NC(=O)C2COc3cc4ccccc4cc3O2)o1 (stereo unspecified)	25.4%	-23.6%	5.8%	-2.4%	-8.9%	i	6.4	-2.5%	-6.4%
CCN(CC)CCNC(C(=O)Nc1cc(C(F)(F)F)ccc1Cl)c1ccccc1 (stereo unspecified)	u	-28.2%	7.5%	-5.4%	-1.5%	u	16.9	0.3%	-12.6%
CC(C)(C)OC(=O)N1CCC(C(=O)Nc2ccc3c(c2)CCC3)CC1	u	-8.0%	-10.6%	9.8%	35.2%	i	-22.3	-3.4%	-3.9%
Cc1cc(C)c(/C=N/NC(=O)c2nnn(-c3nonc3N)c2COc2ccc(F)cc2)c(C)c1	16.8%	3.5%	-11.2%	-9.9%	-18.5%	i	-21.0	-24.4%	-9.2%
Cc1ccc(CN2CCN(/N=C/c3cccs3)CC2)cc1	2.9%	-1.7%	4.9%	-5.4%	6.5%	i	14.3	9.1%	-2.1%
CCOC(=O)CC(=O)Nc1ccc(C)cc1	-1.3%	6.5%	3.1%	-9.8%	2.5%	i	5.8	4.8%	28.1%
CCc1nc2sc3c(c2c(=O)n1N)CCC3	-1.3%	13.3%	-5.4%	2.0%	4.6%	i	13.1	-1.7%	-4.1%
CCCC1=NN(C(=O)Cc2ccc([N+](=O)[O-])cc2)C(O)(C(F)(F)F)C1 (stereo unspecified)	-22.4%	0.8%	-1.4%	3.1%	-6.2%	i	0.0	-17.0%	-13.4%
CCOc1ccc(NS(=O)(=O)c2ccc(C(=O)N3CCCCC3)cc2)cc1	u	-13.7%	-18.8%	0.0%	-20.7%	i	32.1	-2.0%	u
Cc1cc(C(F)(F)F)nn1Cc1n[nH]c(=S)n1-c1ccc(F)cc1	5.3%	-1.4%	8.5%	13.8%	-0.2%	i	5.0	9.4%	8.5%
Cn1c(=O)c2c(nc(N3CCCC3)n2CC(O)CO)n(C)c1=O (stereo unspecified)	4.7%	2.2%	u	0.2%	6.6%	i	0.0	-17.5%	-4.9%
Cc1nc(C)c(C(=O)N2CCCC(CCC(=O)NCc3ccc(F)c(F)c3)C2)s1 (stereo unspecified)	2.8%	5.3%	-7.4%	-0.7%	-3.7%	i	28.4	-11.0%	-11.9%
COc1ccccc1Cc1c(-c2ccc(F)cc2)nc2cc(C)c(Br)c(C)n12	x	x	-21.8%	x	55.2%[activator]	i	25.7	-12.5%	u
CC(=O)Nn1cnc2c(c1=O)C1(CCCC1)Cc1ccccc1-2	1.7%	-6.4%	u	2.3%	-3.8%	i	16.0	1.9%	-5.9%
CC1=CCC(C(=O)N/N=C/c2cccs2)C(c2ccc(F)cc2)C1 (stereo unspecified)	u	-12.5%	u	22.0%	9.8%	i	18.1	-27.2%	u
CCCCNc1c(-c2ccc(OC)c(SC3CCCCC3)c2)nc2ccc(Cl)cn12	20.6µM*	-28.1%	-3.4%	11.4%	-20.8%	u	-26.8	10.0%	-24.4%
CN(CC(=O)O)c1ccc(S(=O)(=O)N2CCOCC2)cc1[N+](=O)[O-]	1.6%	3.0%	10.9%	-3.0%	-21.4%	i	22.3	12.9%	1.0%
Fc1ccc(-n2[nH]nnc2=S)cc1N1CCCC1	3.5%	0.0%	u	-3.4%	19.9%	i	19.3	-1.9%	-0.7%
Clc1ccc(OCCCCN2CCCCC2)cc1	u	-3.5%	-6.8%	-3.9%	-8.2%	i	-3.1	-2.5%	-11.6%
O=C(Nc1cc(=O)[nH]c2ncnn12)c1ccccc1	-2.2%	7.3%	-5.6%	-8.5%	-6.0%	i	15.7	1.9%	4.8%
CCc1ccc(NC(=O)NNC(=O)c2ccc3ccccc3c2O)cc1	1.6%	-45.3%	-2.1%	0.5%	-7.2%	i	7.2	0.0%	13.7%
O=C(c1ccco1)N1CCN(C2CC(=O)N(c3ccc(C(F)(F)F)cc3)C2=O)CC1 (stereo unspecified)	20.4%	-6.9%	5.2%	0.5%	-6.9%	i	-1.9	0.0%	x
Following part
SMILES	MCF10A rerep	HepG2 viability	HT1080 IDH1KD tx	SW480 rerep	ATXN2 expr inh	S2 tox	IL-1B inflam inh	HT1080NT lethal	KB-3-1 tox
CC1CCN(C(=O)CC#N)CC1	-1.3%	91.2%	5.7%	-0.4%	x	i	10.5	2.2%	2.8%
COc1ccccc1C(=O)NCCCNc1nc2cc(C)cc(C)c2cc1C#N	x	-33.5%	-10.5%	x	-6.6%	i	-17.2	-7.0%	9.3%
Fc1ccc(-c2cc3nc(-c4ccccc4)cc(N4CCOCC4)n3n2)cc1	u	-6.3%	-0.7%	u	-19.4%	i	-3.5	8.9%	19.9%
COc1ccccc1NS(=O)(=O)c1ccc(NC(=O)c2ccncc2)cc1	1.7%	-10.3%	u	-8.0%	-21.1%	i	-23.7	-25.9%	-17.0%
Cc1ccccc1-c1cc2nc(NCc3ccccc3)n(C)c(=O)c2s1	x	-28.7%	0.0%	x	-20.8%	i	-24.9	u	0.0%
CC(C)[C@H](N)c1nnc(SCc2ccc(Cl)cc2)o1	0.2%	-17.5%	-13.7%	-21.7%	-7.9%	i	6.1	-24.2%	-1.5%
O=S(=O)(c1cccs1)N1CCN(c2ncccn2)CC1	2.1%	-30.7%	4.3%	-14.2%	3.6%	i	10.1	12.2%	9.3%
Cc1ccccc1-n1nc(-c2ccc(N)cc2)cc1N	-1.1%	5.0%	-0.7%	-1.3%	-9.0%	i	6.0	1.5%	-13.1%
c1ccc(-c2csc(NC3CCCCC3)n2)cc1	12.7%	-15.5%	-6.8%	11.0%	134.5%[activator]	i	13.8	-15.8%	-12.7%
COc1ccc(-n2c(-c3ccc(Br)cc3)c[n+]3c2CCCCC3)cc1	20.3%	-6.7%	u	1.1%	u	i	-77.8*	-26.1%	3.66µM*
CCCCN(C(=O)CSc1nnnn1C)C1CCS(=O)(=O)C1 (stereo unspecified)	-3.8%	-1.6%	5.5%	-5.8%	8.4%	i	11.3	8.9%	0.1%
COc1cc(-c2coc3c(C(=O)NCc4cccc(Cl)c4)cccc23)ccc1O	x	-33.7%	23.1µM*	x	u	u	-54.5*	u	-17.0%
Cc1ccc(/C=C/C(=O)O)cc1S(=O)(=O)N1CCc2ccccc2C1	1.9%	-2.0%	7.0%	0.5%	6.3%	i	-0.8	-2.7%	20.4%
C#CCOCCOCCOCCNc1nc(N2CCN(C(=O)[C@H](CCCN=C(N)N)n3cc(C(N)[C@@H](C)CC)nn3)CC2)nc(N2CCN(C(=O)[C@H](CCC(=O)O)n3cc([C@@H](N)[C@H](C)CC)nn3)CC2)n1 (stereo partly specified)	-2.2%	-4.1%	10.1%	-3.9%	5.8%	i	-3.9	9.9%	0.0%
Cc1ccc(O)c(NC(=S)NC(=O)c2ccc(-c3ccc(Cl)cc3)o2)c1	6.51µM*	-115.1%	u	25.6%	u	x	-4.5	u	-15.2%
O=C(CCN1CCCC1)Nc1cccc(Br)c1	-13.5%	-35.1%	1.2%	-5.9%[9.22 µM]	-9.0%	i	13.5	-6.1%	0.0%
O=C(CSc1nnc(NC(=O)c2c(F)cccc2F)s1)NCc1ccc(F)cc1	20.9%	-12.3%	-0.7%	0.9%	9.5%	i	-1.4	-10.0%	3.0%
Cc1ccc(S(=O)(=O)NN=Cc2c(O)ccc3ccccc23)cc1	x	-25.6%	13.4%	x	x	i	38.3	-1.3%	-22.6%
COc1ccc(CNC(=O)c2cn(Cc3ccccc3OC)c(=O)s2)cc1	x	4.8%	-3.8%	x	-2.3%	i	-14.4	-4.1%	-4.4%
COc1ccc(-c2nnc(SCc3cc(C)ccc3C)n2N)cc1	15.0%	-13.4%	-9.8%	-6.4%	x	x	-12.9	-4.1%	0.4%
O=C(CC1SC(N2CCCCC2)=NC1=O)Nc1cccc(C(=O)NCc2ccc(F)cc2)c1 (stereo unspecified)	u	-18.1%	6.1%	1.3%	1.1%	i	-1.1	5.1%	-0.5%
OCC[C@@H]1C[C@H](O)[C@@H](O)[C@]2(Cc3ccccc3O2)O1	-0.3%	-0.2%	22.9%	-8.0%	1.1%	i	11.7	9.3%	21.4%
CC(C)(C)OC(=O)N1CCCC(C(=O)Nc2cccc(C(=O)N3CCCCC3)c2)C1 (stereo unspecified)	-16.9%	1.6%	5.4%	-17.1%	1.2%	i	-21.7	10.2%	0.0%
CCn1c(SCc2ccc(C(=O)Nc3cc(C)cc(C)c3)cc2)nnc1-c1ccncc1	0.2%	-1.5%	-24.2%	-3.4%	-20.4%	i	-65.1*	-13.8%	-19.5%
Cc1ccc(NC(=O)CN2CCCC2)cc1Br	-12.3%	-8.5%	-1.0%	5.9%	-3.0%	i	-9.7	-7.0%	2.5%

In another format: results already given
| SMILES | MCF10A rerep | HepG2 viability | HT1080 IDH1KD tx | SW480 rerep | ATXN2 expr inh | S2 tox | IL-1B inflam inh | HT1080NT lethal | KB-3-1 tox |
| --- | --- | --- | --- | --- | --- | --- | --- | --- | --- |
| Cc1ccc(O)c(NC(=S)NC(=O)c2ccc(-c3ccc(Cl)cc3)o2)c1 | 6.51µM* | -115.1% | u | 25.6% | u | x | -4.5 | u | -15.2% |
| O=C(CCN1CCCC1)Nc1cccc(Br)c1 | -13.5% | -35.1% | 1.2% | -5.9%[9.22 µM] | -9.0% | i | 13.5 | -6.1% | 0.0% |
| O=C(CSc1nnc(NC(=O)c2c(F)cccc2F)s1)NCc1ccc(F)cc1 | 20.9% | -12.3% | -0.7% | 0.9% | 9.5% | i | -1.4 | -10.0% | 3.0% |
